APP 5'UTR act: activators of APP 5'UTR luciferase reporter, primary screen, SH-SY5Y cells; SH-SY5Y APP 5'UTR luciferase reporter, luminescence; zero percent = DMSO vehicle wells; activation, % at 2 µM; 190,000 tested, 1% active; AID 1276, 2008;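 active = activation above a set limit, based on mean plus 3 SD of controls, cut at about 140% in these data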; also: values of inactives mirror those of a sister screen read the other way
STAT3 blocker: IL-6 driven STAT3 reporter inhibitors, primary screen, U3A cells, luciferase, luminescence, MLSCN library | inhibition, % at 5.5 µM | 190,000 tested, 0.89% active | IL-6 STAT3-luciferase reporter; host cell line lacks STAT1 | AID 862, 2007;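 active = inhibition above the mean inhibition across all screened compounds plus 3 SD, cut at about 44% in these data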;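 also: 0% = DMSO only wells and 100% = 100 µM nifuroxazide control wells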
FLuc inhib CS: firefly luciferase enzyme inhibitors, primary screen, artefact control for luciferase-based inhibitor screens, biochemical, luminescence, ATPLite; 200,000 tested, 1.5% active; inhibition, % at 10 µM; AID 1006, 2008; 10 min;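 active = inhibition above about 50% when tested at 10 µM, limit read from the data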
Target sequence (P08659 whole entry, looked up): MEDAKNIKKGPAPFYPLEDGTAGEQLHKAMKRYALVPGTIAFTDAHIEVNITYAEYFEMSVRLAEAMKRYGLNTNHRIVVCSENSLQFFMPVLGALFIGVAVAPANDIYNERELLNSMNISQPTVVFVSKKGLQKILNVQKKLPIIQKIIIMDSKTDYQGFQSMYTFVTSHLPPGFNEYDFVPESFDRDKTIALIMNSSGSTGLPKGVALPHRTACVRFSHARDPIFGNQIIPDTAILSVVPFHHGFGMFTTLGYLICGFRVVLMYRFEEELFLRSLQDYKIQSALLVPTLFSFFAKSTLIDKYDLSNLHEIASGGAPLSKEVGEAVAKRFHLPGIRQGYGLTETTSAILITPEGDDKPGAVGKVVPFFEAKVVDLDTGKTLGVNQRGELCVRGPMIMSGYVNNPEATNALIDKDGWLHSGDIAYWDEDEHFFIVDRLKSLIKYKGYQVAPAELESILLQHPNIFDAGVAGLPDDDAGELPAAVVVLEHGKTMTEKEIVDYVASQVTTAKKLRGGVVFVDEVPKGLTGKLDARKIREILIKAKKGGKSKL
STAT1 activator: STAT1 signaling activators, primary screen, cell-based, HTS, luciferase reporter | NIH 3T3 STAT1-luciferase reporter, IFN-gamma, luminescence; 100% = IFN-gamma alone, no compound | activation (% of control), % at 5.5 µM | 200,000 tested, 2.6% active;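 active = activation above the screen-wide mean activation plus 3 SD, cut at about 130% in these data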;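 also: raw ratio to IFN-gamma control signal so 100% means no change and 0% no light; values of inactives mirror those of a sister screen read the other way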
STAT1 inh: STAT1 signaling inhibitors, primary screen, cell-based, HTS, luciferase reporter; inhibition, % at 5.5 µM; AID 920, 2007; NIH 3T3 STAT1-luciferase reporter, IFN-gamma, luminescence; 200,000 tested, 0.35% active;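 active = inhibition above a set limit, the mean inhibition across all tested compounds plus 3 SD, cut at about 34% in these data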;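 also: 0% = IFN-gamma with DMSO and 100% = IFN-gamma with 300 µM nifuroxazide; values of inactives mirror those of a sister screen read the other way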
APP 5UTR inh: inhibitors of APP translation via 5'UTR reporter, primary screen, APP 5'UTR luciferase, SH-SY5Y cells; SH-SY5Y APP 5'UTR-luciferase reporter, luminescence; inhibition, % at 2 µM; 190,000 tested, 0.82% active; AID 1285, 2008;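 active = inhibition above a set limit, derived from the sample mean plus 3 SD, cut at about 45% in these data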; also: values of inactives mirror those of a sister screen read the other way
NF-kB expr up: activators of NF-kB expression in neurons, primary screen, cell-based, HTS; 190,000 tested, 1.6% active; human neuronal cells, NF-kB reporter expression; hits give high values; AID 1239, 2008; fold change at 12.5 µM; in the data active = fold change above about 3.3
STAT3 act: IL-6 driven STAT3 reporter potentiators, primary screen, U3A cells, luciferase, luminescence, MLSCN library; 190,000 tested, 0.91% active; IL-6 STAT3-luciferase reporter; 100% = signal with IL-6 EC80 alone; AID 871, 2007; activation (% of control), % at 5.6 µM;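 active = activation above the screen-wide mean of compound activation plus 3 SD, cut at about 130% in these data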;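 also: 0% = background luminescence of wells with medium and substrate only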
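Test system: STAT3-luciferase reporter U3A cells; Detection: reporter luminescence signal; Times: 1 h compound pre-exposure, 6 h IL-6 stimulation, 37 °C; Benchmarks: IL-6-only high control; Also added: IL-6 stimulus at 33 ng/mL final.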
Hsp70 activator: Hsp70 transcriptional activators, primary screen, cell-based, HeLa, Hsp70 promoter luciferase, luminescence, 10 µM; HeLa Hsp70 promoter luciferase reporter; scaled: vehicle 0, proteasome-inhibitor control 100%; activation, % at 10 µM; 200,000 tested, 0.04% active; AID 1203, 2008;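 active = activation above the mean across all tested compounds plus 3 SD, cutoff set per campaign, cut at about 5.5% in these data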;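 also: 100% = MG132 at 30 µM as the positive control and 0% = DMSO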
RAM network inh: inhibitors of the yeast RAM network, primary screen, dse1pr::URA3 reporter, 5-FOA selection | 190,000 tested, 1.8% active | inhibition, % at 50 µM | S. cerevisiae dse1pr::URA3 reporter, 5-FOA growth OD615, 2 d; analog-sensitive cbk1-as2 kinase mutant strain | AID 868, 2007;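 active = inhibition above a set limit, 3 SD over mean compound inhibition, cut at about 8.4% in these data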;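 also: 0% = DMSO-only wells with no growth and 100% = 10 µM 1-NA-PP1 full growth; inhibition rescues growth on 5-FOA so higher OD means more RAM inhibition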
* = called active by the depositor; · = no result given. Rows were taken by chance; 7.7% or so of the library scored in one or more.

SMILES	APP 5'UTR act	STAT3 blocker	FLuc inhib CS	STAT1 activator	STAT1 inh	APP 5UTR inh	NF-kB expr up	STAT3 act	Hsp70 activator	RAM network inh
CCOC(=O)CN(C(=O)CN1CCOCC1)c1ccc(Br)cc1	9	-8	-6	92	9	-8	1	109	-0.1	1.7
CC(C)(C)c1ccc(OCCNC(=S)NC(=O)c2cccnc2)cc1	8	-8	-4	107	-8	-8	0.8	107	-0.1	2.7
COc1ccc(CN2CCN(C(=O)CC(C)C)CC2)c(OC)c1OC	-6	8	-3	92	9	6	0.97	99	-0.2	2.1
Cc1ccc(CN(c2ccc(C(=O)NCC3CCCO3)cc2)S(C)(=O)=O)cc1 (stereo unspecified)	5	5	-6	92	7	-5	1.1	97	-0.4	-0.4
CC(C)(C)c1ccc(OCC(O)CS(=O)(=O)c2ccccn2)cc1 (stereo unspecified)	11	-4	1	109	-10	-11	1.3	107	0.2	0.2
CC(=O)c1ccc(-n2nncc2C(C)(C)C)cc1	14	9	-2	100	0	-14	0.92	94	0.3	-1.2
O=C(/C=C/c1ccco1)NCC1CCCO1 (stereo unspecified)	-5	18	-3	100	0	6	1	91	-0.4	1.3
C/C(=N\Nc1nc2c(s1)CCCC2)c1ccc(Cl)cc1	13	-67	-2	100	0	-13	1.4	158*	-0.1	13*
CCOC(=O)Nc1sc(C)nc1-c1ccccc1	5	6	-8	104	-5	-5	1	97	0.1	-1.0
O=C(CSc1ccc(Cl)cc1)Nn1cnnc1	-7	2	-6	104	-5	7	1.3	102	-0.1	0.0
COC(=O)c1c(NC(=O)c2ccnn2C)sc(C)c1C	2	22	·	106	-6	-2	·	82	0.2	·
COc1ccc(CSc2nnc(NC(C)=O)s2)cc1[N+](=O)[O-]	-35	2	-6	102	-2	35	1	103	-0.2	4.5
COc1cc(OC)cc(-c2nc3ccccc3c(=O)n2OC(=O)c2ccc(Br)cc2)c1	24	-2	-5	88	14	-24	1.3	102	-0.4	2.3
Cc1nn(S(=O)(=O)N2CCCCC2)c(C)c1Br	1	-8	-4	98	2	-1	1.1	110	-0.2	-0.1
Cc1cc(C)n2nc(SCn3nnc4ccccc4c3=O)nc2n1	7	-7	-8	97	4	-7	1	111	-0.4	1.4
Cc1ccccc1NC(=O)NCCCN1CCN(C2CCCCC2)CC1	8	4	-3	104	-4	-8	1.2	99	-0.1	0.3
N#CC1=C(N)N=C(SCc2cccc3ccccc23)C(C(N)=O)C12CCCCC2 (stereo unspecified)	9	1	-6	103	-3	-9	1	100	-0.3	1.9
O=C(OC1CCN(c2ncc(C(F)(F)F)cc2Cl)CC1)c1ccccc1	12	11	-3	97	3	-12	1.1	91	-0.4	0.5
CC12CCC(C(=O)N(CSC(=S)N/N=C\c3ccccc3O)C1=O)C2(C)C (stereo unspecified)	19	9	1	106	-4	-19	1.2	95	0.3	1.8
CCc1nc2oc3ccccc3c(=O)c2c(=O)n1-c1ccccc1	112	-33	-2	105	-5	-112	2.1	132	0.3	-0.8
c1ccc(-n2ncc3c(NCC4CCCO4)ncnc32)cc1 (stereo unspecified)	60	2	27	129*	-32	-60	2.2	105	0.0	2.1
O=C1N(c2ccc(Cl)cc2)C(c2ccc(Cl)cc2)N2CCCN12 (stereo unspecified)	-22	1	-2	96	5	22	0.87	101	-0.4	-0.2
O=C(NCCCc1ccccc1)C1CC(=O)N(c2ccc3c(c2)OCCO3)C1 (stereo unspecified)	-1	10	-1	100	0	1	0.59	95	0.1	1.3
Cc1c(NS(=O)(=O)c2cccc(C(=O)NCc3ccccc3)c2)c(=O)n(-c2ccccc2)n1C	1	2	-2	95	6	-1	1.1	96	-0.2	5.7
CCCC(=O)NNC(=O)c1ccoc1C	-13	-5	-8	96	4	13	1.2	108	0.1	0.8
Cn1c(N)c(C(=O)COC(=O)c2cccnc2Cl)c(=O)n(C)c1=O	-14	8	-3	102	-4	14	1.1	95	-0.4	1.0
COc1ccc(-c2[nH]ncc2/C=C(/C#N)C(=O)NC2CCCCCC2)cc1	5	0	-7	101	-1	-5	0.72	103	-0.1	2.8
Cc1ccc(NC(=O)COC(=O)C2COc3ccccc3O2)cc1S(=O)(=O)N1CCOCC1 (stereo unspecified)	6	-1	-10	96	4	-6	1.1	104	-0.1	1.2
CCCCNC(=O)Nc1c(C(=O)OCC)[nH]c2ccccc12	10	-26	-3	95	6	-10	1.1	124	0.0	3.8
O=S1(=O)CCC(=Nc2ccc(Cl)cc2)c2ccsc21	-22	6	-7	99	-1	22	1.1	101	-0.1	-0.6
NC(=O)CSc1nc(N)c2c3c(sc2n1)CCCCC3	11	8	24	109	-11	-11	1.4	97	0.0	0.3
CN1CCC(N(C)C(=O)CCc2nc3ccccc3c(=O)[nH]2)CC1	-1	0	5	105	-6	1	1.1	103	-0.4	0.1
O=c1c2ccc(Cl)cc2nc(-c2ccc([N+](=O)[O-])cc2)n1O	10	6	-6	99	0	-10	0.8	105	-0.2	-1.5
CC(C)CC(C(=O)OCC(=O)Nc1ncc(Cl)cc1Cl)N1C(=O)c2ccccc2C1=O (stereo unspecified)	-9	-4	1	97	3	9	0.94	108	0.3	0.1
O=c1[nH]c(CSc2nnc(NCCCN3CCOCC3)s2)nc2cc(Cl)ccc12	-4	10	7	100	0	4	1.6	98	0.0	0.1
Cc1ccnc(N2CCC(C(=O)NNC(=O)c3ccncc3)CC2)n1	-4	1	-6	102	-4	4	1	105	0.1	-1.1
COc1ccc(N2C(=O)CC(Sc3nc4ccccc4s3)C2=O)cc1 (stereo unspecified)	9	-2	-3	97	4	-9	1.1	110	0.1	2.9
COc1ccc(C)cc1NC(=O)C12CCC(C)(C(=O)O1)C2(C)C (stereo unspecified)	3	13	-4	108	-8	-3	1	92	0.8	0.2
Cc1c(NC(=O)c2c(NC(=O)CNC3CC3)sc3c2CCCC3)c(=O)n(-c2ccccc2)n1C	8	-6	-3	93	8	-8	1.2	104	-0.1	1.4
Cc1ccc(S(=O)(=O)Cn2nnnc2C(CC(C)C)N2CCN(C)CC2)cc1 (stereo unspecified)	3	1	0	96	2	-3	1	105	-0.2	0.2

Twelve successive records out of the list so far, quoted:
SMILES	APP 5'UTR act	STAT3 blocker	FLuc inhib CS	STAT1 activator	STAT1 inh	APP 5UTR inh	NF-kB expr up	STAT3 act	Hsp70 activator	RAM network inh
O=C1N(c2ccc(Cl)cc2)C(c2ccc(Cl)cc2)N2CCCN12 (stereo unspecified)	-22	1	-2	96	5	22	0.87	101	-0.4	-0.2
O=C(NCCCc1ccccc1)C1CC(=O)N(c2ccc3c(c2)OCCO3)C1 (stereo unspecified)	-1	10	-1	100	0	1	0.59	95	0.1	1.3
Cc1c(NS(=O)(=O)c2cccc(C(=O)NCc3ccccc3)c2)c(=O)n(-c2ccccc2)n1C	1	2	-2	95	6	-1	1.1	96	-0.2	5.7
CCCC(=O)NNC(=O)c1ccoc1C	-13	-5	-8	96	4	13	1.2	108	0.1	0.8
Cn1c(N)c(C(=O)COC(=O)c2cccnc2Cl)c(=O)n(C)c1=O	-14	8	-3	102	-4	14	1.1	95	-0.4	1.0
COc1ccc(-c2[nH]ncc2/C=C(/C#N)C(=O)NC2CCCCCC2)cc1	5	0	-7	101	-1	-5	0.72	103	-0.1	2.8
Cc1ccc(NC(=O)COC(=O)C2COc3ccccc3O2)cc1S(=O)(=O)N1CCOCC1 (stereo unspecified)	6	-1	-10	96	4	-6	1.1	104	-0.1	1.2
CCCCNC(=O)Nc1c(C(=O)OCC)[nH]c2ccccc12	10	-26	-3	95	6	-10	1.1	124	0.0	3.8
O=S1(=O)CCC(=Nc2ccc(Cl)cc2)c2ccsc21	-22	6	-7	99	-1	22	1.1	101	-0.1	-0.6
NC(=O)CSc1nc(N)c2c3c(sc2n1)CCCCC3	11	8	24	109	-11	-11	1.4	97	0.0	0.3
CN1CCC(N(C)C(=O)CCc2nc3ccccc3c(=O)[nH]2)CC1	-1	0	5	105	-6	1	1.1	103	-0.4	0.1
O=c1c2ccc(Cl)cc2nc(-c2ccc([N+](=O)[O-])cc2)n1O	10	6	-6	99	0	-10	0.8	105	-0.2	-1.5

(cont.)
SMILES	APP 5'UTR act	STAT3 blocker	FLuc inhib CS	STAT1 activator	STAT1 inh	APP 5UTR inh	NF-kB expr up	STAT3 act	Hsp70 activator	RAM network inh
COc1ccc(C2CCN(CC(=O)N(C)C)CC2O)cc1 (stereo unspecified)	-33	2	-10	104	-6	33	1.3	101	0.0	-0.6
COc1cccc2cc(-c3nnc(SCC(=O)NCCc4ccccc4)n3C)oc12	0	4	-7	102	-2	0	0.94	98	-0.1	2.5
CC(C)(C)c1nn2cnnc2n(/N=C/c2ccc(O)cc2)c1=O	-12	7	-8	101	-1	12	1.1	97	-0.1	2.3
CCOC(=O)c1c(C)oc2c1c(C(c1cccnc1)N1CCOCC1)c(O)c1ccccc12 (stereo unspecified)	103	-32	0	100	0	-103	3.6*	133*	0.7	-0.8
CCOc1cc(C2c3c(-c4ccccc4)n[nH]c3C(=O)N2c2ccc(C(=O)O)cc2)ccc1O (stereo unspecified)	4	17	-2	98	2	-4	1	90	0.4	6.3
CCOC(=O)c1c(NC(=O)CSc2nnnn2CC)sc(C)c1C	10	6	-10	100	-1	-10	0.8	98	-0.4	8.9*
O=C(c1n[nH]c(=O)c2ccccc12)N1CCN(c2ccccc2)CC1	5	13	-8	93	7	-5	1.3	90	0.3	0.2
FC(F)(F)c1ccc(Cl)c(N/N=C/c2ccc(N3CCOCC3)s2)c1	13	-5	-5	107	-8	-13	1	102	-0.6	1.8
COc1ccc(Cc2noc(CN(C)CCN3CCc4ccccc4C3)n2)cc1OC	9	-2	0	97	1	-9	0.87	105	-0.3	1.9
CCN(c1ccc(NC(=O)COC(=O)c2ccc(S(=O)(=O)N3CCCC3)cc2)cc1)C(C)C	·	-6	3	97	3	·	0.97	104	-0.3	-0.7
COc1cccc(NC(=O)Cn2c(=O)oc3ccccc32)c1	15	13	-12	99	1	-14	0.99	92	-0.2	3.2
CN(Cc1cnccn1)C(=O)CC1C(=O)NCCN1CC(c1ccccc1)c1ccccc1 (stereo unspecified)	9	3	-1	92	7	-9	1.1	102	0.1	2.4
CCOc1ccccc1NC(=O)CCS(=O)(=O)c1ccc(OC)cc1	-5	9	-4	107	-9	5	0.87	96	-0.3	1.5
CCn1nc(C(=O)NNC(=O)COc2ccccc2C)c2ccccc2c1=O	-1	3	-8	94	6	1	0.94	102	0.0	5.5
O=C(NCc1ccc2c(c1)OCO2)c1ccccn1	39	-7	-9	99	2	-39	2.6	107	0.0	0.5

Screening results from PubChem.
